IL-2 act: qHTS of IL-2 Activators. IL-2 activation reporter assay, cell-based qHTS; stimulated with anti-CD3/CD4/CD28 beads; in transgenic mouse T cells. 360,000 tested, 0.065% active. activation, % (series mostly up to about 46 µM). AID 652025, 2013; in the data active means activation above about 50%; inconclusive means mostly about 30% to 49%; further: 0% is about no effect
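Readout is EGFP and DsRed signal by fluorescent plate cytometry after 18 h at 37 degrees C. Transgenic mouse T cells (750/well) received compound for 60 min before bead stimulation (anti-CD3, anti-CD4, anti-CD28); memory T cells served as non-tolerant control.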
PI5P4K alpha inh: qHTS for Inhibitors of phosphatidylinositol 5-phosphate 4-kinase (PI5P4K); max response, %; Phosphatidylinositol 5-phosphate 4-kinase type-2 alpha (Homo sapiens), P48426; PI5P4Kalpha enzyme, ADP-Glo luminescence, 60 min; stronger effect = lower value; 330,000 tested, 1.2% active; active means max response of -50% or lower; inconclusive means between -30% and -50%; inactive means -30% or higher; further: value at the top dose of about 77 µM; on the % scale 0 is the no-effect control and ±100 the full control effect
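qHTS, 1536-well: enzyme/substrate mix, compound by pin tool, 5 microM ATP final; RT 60 min; ADP-Glo reagents 1 (45 min) then 2 (30 min); luminescence.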
WRN helicase inh: qHTS for Inhibitors of WRN Helicase; Potency, µM (doses to about 114 µM), without a hit: at the highest dose activity change, negative = inhibition, actives largely listed as inhibitors; Bifunctional 3'-5' exonuclease/ATP-dependent helicase WRN (Homo sapiens), Q14191; AID 651768, 2012; 360,000 tested, 0.46% active; WRN helicase unwinding, fluorescent forked duplex, kinetic; further: potency means the concentration at half of the fitted maximal effect; on the % scale 0 is the no-effect control and ±100 the full control effect; nearly all actives have a fitted effect of over 55% in size
Target sequence (Q14191 whole entry, looked up): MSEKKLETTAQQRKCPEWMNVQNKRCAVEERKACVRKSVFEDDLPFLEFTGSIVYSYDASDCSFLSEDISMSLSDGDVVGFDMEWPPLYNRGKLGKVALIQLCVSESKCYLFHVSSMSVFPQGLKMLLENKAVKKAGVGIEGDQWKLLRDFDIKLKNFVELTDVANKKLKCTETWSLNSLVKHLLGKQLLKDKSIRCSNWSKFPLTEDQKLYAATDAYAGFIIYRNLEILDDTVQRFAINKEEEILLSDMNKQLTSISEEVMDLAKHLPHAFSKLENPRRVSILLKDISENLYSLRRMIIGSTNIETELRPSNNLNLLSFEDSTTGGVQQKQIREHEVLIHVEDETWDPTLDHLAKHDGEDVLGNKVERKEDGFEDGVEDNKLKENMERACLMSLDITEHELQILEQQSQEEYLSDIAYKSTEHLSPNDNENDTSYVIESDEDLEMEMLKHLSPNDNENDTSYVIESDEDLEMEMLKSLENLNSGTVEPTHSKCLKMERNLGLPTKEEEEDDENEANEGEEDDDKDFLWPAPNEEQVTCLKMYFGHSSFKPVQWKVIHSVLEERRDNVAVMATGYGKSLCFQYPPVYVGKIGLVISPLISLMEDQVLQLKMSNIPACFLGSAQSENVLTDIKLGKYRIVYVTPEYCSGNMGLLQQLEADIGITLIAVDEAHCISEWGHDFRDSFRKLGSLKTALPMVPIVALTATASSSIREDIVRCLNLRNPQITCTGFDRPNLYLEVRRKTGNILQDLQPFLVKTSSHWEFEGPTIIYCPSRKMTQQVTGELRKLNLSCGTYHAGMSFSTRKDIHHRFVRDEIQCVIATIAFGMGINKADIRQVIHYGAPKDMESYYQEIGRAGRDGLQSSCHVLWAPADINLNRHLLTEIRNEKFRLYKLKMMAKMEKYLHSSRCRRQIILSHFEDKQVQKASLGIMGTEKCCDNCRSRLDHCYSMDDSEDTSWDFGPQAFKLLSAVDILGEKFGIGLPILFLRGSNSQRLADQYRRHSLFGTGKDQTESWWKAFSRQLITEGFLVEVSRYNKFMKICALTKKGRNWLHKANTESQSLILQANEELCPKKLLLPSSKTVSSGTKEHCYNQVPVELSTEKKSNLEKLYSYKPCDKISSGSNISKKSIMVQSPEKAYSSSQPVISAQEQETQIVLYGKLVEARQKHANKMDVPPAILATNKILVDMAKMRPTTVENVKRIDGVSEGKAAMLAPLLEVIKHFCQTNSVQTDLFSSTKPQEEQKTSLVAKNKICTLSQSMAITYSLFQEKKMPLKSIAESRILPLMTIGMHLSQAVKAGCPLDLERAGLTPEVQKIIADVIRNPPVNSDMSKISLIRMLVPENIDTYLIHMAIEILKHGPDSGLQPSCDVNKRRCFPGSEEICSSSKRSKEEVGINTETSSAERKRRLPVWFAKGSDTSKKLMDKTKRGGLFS
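Primary qHTS, 1536-well format. 20 nM WRN + compound, 15 min RT; start with 100 nM forked fluorophore/quencher duplex, 2 mM ATP (final); kinetic read ex 525/em 598 nm.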
EPAC1 agonist: qHTS for Agonist of cAMP-regulated guanine nucleotide exchange factor 3 (EPAC1): primary screen; Potency, µM (highest dose often 154 µM), inactives show top-dose activation, actives largely listed as activators; Rap guanine nucleotide exchange factor 3 (Homo sapiens), O95398; EPAC1 agonist qHTS, biochemical assay; response scale: 100% = response to 6.5 mM cAMP; 360,000 tested, 0.073% active; AID 720707, 2013; further: potency means the concentration at half of the fitted maximal effect; nearly all actives have a fitted effect of over 60% in size
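Multi-concentration qHTS readout: loss of Rap1B-bound BODIPY-GDP fluorescence driven by 100 nM EPAC1 with excess GDP (50 uM), monitored kinetically at room temperature; agonist response expressed relative to 6.5 mM cAMP.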
Abeta rescue: qHTS for compounds that reverse cellular toxicity of Amyloid beta (A-beta) peptide in yeast: Primary Screen | 410,000 tested, 0.063% active | Potency, µM (titrated, usually from 46.1 µM), for inactives: at the highest dose growth rescue, usual class: activators | yeast expressing A-beta42, growth rescue, OD600, 48 h; response scale: 0% DMSO, 100% iron-clioquinol control; further: potency means the concentration at half of the fitted maximal effect; nearly all actives have a fitted effect of over 55% in size
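Yeast A-beta toxicity model in growth medium with pinned compounds, 48 h at 30 C; growth read as absorbance at 600 nm. Normalized to FeCl3/clioquinol equimolar mix (positive) and DMSO (negative).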
PLK1 PBD inh: qHTS for Inhibitors of PLK1-PDB (polo-like kinase 1 - polo-box domain): Primary Screen. 360,000 tested, 2.8% active. Plk1 PBD binding of FITC phosphopeptide, fluorescence polarization. Serine/threonine-protein kinase PLK1 (Homo sapiens), P53350. Potency, µM, for the others: max response, negative = inhibition, usual class: inhibitors; further: potency means the concentration at half of the fitted maximal effect; series mostly up to about 57 µM; on the % scale 0 is the no-effect control and ±100 the full control effect; nearly all actives have a fitted effect of over 65% in size
EPAC1 antag: qHTS for Antagonist of cAMP-regulated guanine nucleotide exchange factor 3 (EPAC1): primary screen; EPAC1 GEF assay, Rap1b-BODIPY-GDP exchange fluorescence; Potency, µM (doses to about 115 µM), without a hit: at the highest dose activity change, negative = inhibition, hits mostly inhibitors; 360,000 tested, 0.14% active;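 further: potency means the concentration at half of the fitted maximal effect; plate controls were vehicle for no effect and positive control for full effect; nearly all actives have a fitted effect of over 50% in size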
FUS yeast rescue: qHTS for Suppressors of FUS Proteinopathy: Primary screen using FUS-linked yeast assay. S. cerevisiae FUS-expressing, growth rescue, OD600, 24 h. 390,000 tested, 0.24% active. Potency, µM (doses to about 76.6 µM), for inactives: at the top dose growth rescue (activation), usual class: activators;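 further: potency means the concentration at half of the fitted maximal effect; plate controls were DMSO vehicle for no effect and reference control for full effect; nearly all actives have a fitted effect of over 55% in size; some results filed as inactive show a strong effect at the top dose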
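Read-out: OD at 600 nm after 24hr at 30C, reporting rescue of FUS-induced yeast toxicity. Cells at OD 0.005 in galactose (2%) minimal medium; compounds tested in a dilution series; CP55940 titration from 92uM final as control.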
* = called active by the depositor; ? = inconclusive; · = no result given; [ ] = dose if it differs, or a comment. Unless noted, the call rests on the fitted dose curve; in most records, active means well fitted curve in the direction sought with a large enough effect; inconclusive means small, poorly fitted or top-dose-only effect, or another doubt; inactive means no such curve, though single readings can be large; an effect the other way counts as inactive or inconclusive.

The line under a structure holds: IL-2 act, PI5P4K alpha inh, WRN helicase inh, EPAC1 agonist, Abeta rescue, PLK1 PBD inh, EPAC1 antag, FUS yeast rescue
Cc1cc(/C=C2\C(=O)NC(=O)N(Cc3ccco3)C2=O)c(C)n1-c1ccc(C(=O)O)cc1
  1.1, ?, ?, 1%, 9%, ?, 5%, 11%
NNC(=O)CN1C(=O)CN=C(c2ccccc2)c2cc(Br)ccc21
  -3.2, 8, -4%, 3%, 23%, -15%, -28%, ?
Cc1nc2nc(SCC(=O)N3CCC4(CC3)OCCO4)nn2c(C)c1Cc1ccccc1
  -3.5, ·, 8%, -5%, 5%, 0%, 5%, 23%
Cc1ccc(CN2CCCC(C(=O)c3ccc4c(c3)OCO4)C2)cc1C (configuration not stated)
  -2.0, 3, -8%, 13%, 16%, -18%, -28%, 6%
O=c1[nH]c(O)c(/C=C2\C=Nc3ccc(OCc4ccccc4)cc32)c(=O)[nH]1
  193*, -28, -32%, -28%, -2%, 24µM*, 16%, 11%
CC1(C)Cc2c(C#N)c(N3CCNCC3)nc(-c3ccco3)c2CS1
  -4.0, 0, 14%, -2%, -19%, -4%, 12%, -1%
CC(C)CS(=O)(=O)C1=NN2C(=N)/C(=C\c3ccc(OC(=O)c4ccco4)cc3)C(=O)N=C2S1
  3.0, -84*, ?, -11%, ?, 21µM*, ?, 37%
CN1/C(=C\C=C2C(=O)NC(=S)NC2=O)C(C)(C)c2ccccc21
  25, -17, 14%, ?, -17%, -29%, 131%[activator], -1%
Cc1c(C(=O)N2CCC3(CC2)OCCO3)sc2ncnc(N(C)c3ccccc3)c12
  0.3, -9, -1%, 0%, 13%, -6%, -1%, 4%
CCOC(=O)c1ccccc1C(=O)OCC
  -0.2, 1, -2%, -12%, 9%, -19%, 1%, -19%
COc1cc2occc2c2oc(=O)ccc12
  1.5, 0, 6%, -1%, 11%, -6%, -1%, -29%
Cn1c(O)c(C=NC2CC(C)(C)NC(C)(C)C2)c(=O)n(C)c1=O
  -0.2, ·, -3%, 9%, 7%, -17%, -16%, -2%
Oc1ccc(-[n+]2c(-c3ccccc3)cc(-c3ccccc3)cc2-c2ccccc2)cc1
  -0.9, -21, 5%, -8%, 2%, -9%, -1%, 43%
O=C(O)CCn1cc(C=C2C(=O)NC(=O)NC2=O)c(-c2ccc(Br)cc2)n1
  -0.5, ?, ?, -23%, 2%, 2.7µM*, -18%, 12%
CCN(CC)C(=O)c1ccc(NC(=O)C2=C(C)OCCS2)cc1
  -1.3, 0, 1%, -4%, -1%, -2%, 14%, -13%
CCOc1ccc(C(C)=O)cc1Cn1ccsc1=N
  -0.8, -12, 1%, 0%, -6%, -12%, -1%, 7%
CCNc1cc(N2CCN(C)CC2)ccc1[N+](=O)[O-]
  2.3, -6, 7%[57.1 µM], 0%, -4%, 3%, -17%, 7%
COc1cc(OC)c(OC)cc1CNCCc1ccc(OC)c(OC)c1
  -2.4, ·, 8%, -2%, 0%, -1%, 5%, 7%
CCOC(=O)C1C(=O)N(C)C2(C)CC1c1ccccc1O2 (configuration not stated)
  -1.7, -1, 3%, -2%, 0%, 0%, 9%, 0%
Cc1nnc2n1-c1ccc(Br)cc1C(c1ccccc1Cl)=NC2
  -0.3, -7, 4%, 3%, -2%, -6%, -12%, ·
Cc1cc(C=C2C(=O)N(C)C(=S)N(C)C2=O)c(C)n1C1CCCCC1
  3.2, ?, -6%[11.6 µM], -10%, 16%, ?, 3%, 23%
Cc1onc(-c2ccccc2Cl)c1C(=O)NCc1ccc2c(c1)cc(C)n2C
  -2.0, -24, ?, -14%, -7%, -7%, 9%, ?
COc1ccc(NC(=O)N2C[C@@H]3C[C@@H](C2)c2cccc(=O)n2C3)cc1
  -0.1, -3, 2%, -8%, -12%, -6%, 0%, -11%
CCCCn1c(O)c(C(C)=Nc2ccc(OCC)cc2)c(=O)[nH]c1=O
  -0.2, 8, -13%, 15%, -13%, 2%, -5%, 28%
COc1cc2nc(CN3CC=C(c4ccccc4)CC3)[nH]c(=O)c2cc1OC
  -1.4, 5, -2%, 4%, 5%, 2%, 1%, 15%
CC(=Nc1ccc(F)cc1)c1c(O)n(C)c(=O)[nH]c1=O
  0.8, 0, ?, 9%, -7%, -10%, -19%, -3%
c1ccc(CN2COC3CCCCCC32)cc1 (configuration not stated)
  -0.5, -1, -2%, 6%, -6%, -8%, -14%, -19%
CCOC(=O)[C@]12Cc3cc(C)ccc3[C@H]1N(Cc1ccccc1)C(=O)c1cc(F)c(F)cc12
  -1.2, 8, -3%, 1%, -25%, 11µM*, -7%, 22%
c1ccc(CCN2CCC3(CC2)OCCO3)cc1
  -4.2, 3, 3%, -2%, -13%, 6%, -19%, -4%
COc1cccc(CN2CCN(c3ccc(F)cc3)CC2)c1OC
  -1.6, 1, 24%, -6%, -3%, 1%, 8%, -15%

Some of these compounds in order of molecular weight, ascending:
The line under a structure holds: IL-2 act, PI5P4K alpha inh, WRN helicase inh, EPAC1 agonist, Abeta rescue, PLK1 PBD inh, EPAC1 antag, FUS yeast rescue
COc1cc2occc2c2oc(=O)ccc12
  1.5, 0, 6%, -1%, 11%, -6%, -1%, -29%
c1ccc(CCN2CCC3(CC2)OCCO3)cc1
  -4.2, 3, 3%, -2%, -13%, 6%, -19%, -4%
CCOC(=O)C1C(=O)N(C)C2(C)CC1c1ccccc1O2 (configuration not stated)
  -1.7, -1, 3%, -2%, 0%, 0%, 9%, 0%
COc1ccc(NC(=O)N2C[C@@H]3C[C@@H](C2)c2cccc(=O)n2C3)cc1
  -0.1, -3, 2%, -8%, -12%, -6%, 0%, -11%
Cc1ccc(CN2CCCC(C(=O)c3ccc4c(c3)OCO4)C2)cc1C (configuration not stated)
  -2.0, 3, -8%, 13%, 16%, -18%, -28%, 6%
Cc1cc(C=C2C(=O)N(C)C(=S)N(C)C2=O)c(C)n1C1CCCCC1
  3.2, ?, -6%[11.6 µM], -10%, 16%, ?, 3%, 23%
COc1cc2nc(CN3CC=C(c4ccccc4)CC3)[nH]c(=O)c2cc1OC
  -1.4, 5, -2%, 4%, 5%, 2%, 1%, 15%
CCOC(=O)[C@]12Cc3cc(C)ccc3[C@H]1N(Cc1ccccc1)C(=O)c1cc(F)c(F)cc12
  -1.2, 8, -3%, 1%, -25%, 11µM*, -7%, 22%
Cc1nc2nc(SCC(=O)N3CCC4(CC3)OCCO4)nn2c(C)c1Cc1ccccc1
  -3.5, ·, 8%, -5%, 5%, 0%, 5%, 23%

Next structures follow:
The line under a structure holds: IL-2 act, PI5P4K alpha inh, WRN helicase inh, EPAC1 agonist, Abeta rescue, PLK1 PBD inh, EPAC1 antag, FUS yeast rescue
CC(=O)O[C@@H]1/C=C/[C@](C)(O)C[C@@H](C)C/C=C/[C@H]2[C@H](O)C(C)=C(C)[C@H]3[C@H](Cc4ccccc4)NC(=O)[C@@]123
  0.3, 0, 2%, 3%, 4%, -11%, -9%, -8%
CN(C)Cc1ccccc1OC(=O)N(C)C
  1.5, 10, 3%, 7%, 17%, -8%, -1%, -7%
CCOC(=O)c1ccc(N=C(C)c2c(O)[nH]c(=O)[nH]c2=O)cc1
  3.6, -22, -5%, 8%, -7%, -6%, 4%, -11%
O=[N+]([O-])c1ccc(CNCCc2ccccc2)cc1
  0.2, 21, 10%, -6%, 15%, 4%, -8%, -14%
Cc1nn(CC(C)C)c(Cl)c1C(=O)O
  0.3, 2, 4%, -10%, 21%, -17%, 2%, 14%
N=c1n(CCO)c2ccccc2n1Cc1ccccc1
  1.6, 8, -41%[57.1 µM], -9%, -1%, -10%, -22%, -17%
N#CC1=C(N)Oc2c(c(=O)sc3ccccc23)C1c1ccncc1 (configuration not stated)
  1.0, ?, 2%, -9%, 4%, -17%, 4%, 43%
CC(C)n1cc(C(=O)N(CC(=O)NC(C)(C)C)Cc2ccccc2)cn1
  -2.0, -2, 4%, -1%, -3%, 3%, 12%, 0%
C#CCN(C)C(C)Cc1ccccc1 (configuration not stated)
  0.4, 2, -4%, -14%, -31%[inhibitor], -19%, -8%, -33%
COC(=O)C1=C(c2ccc(C(C)=O)cc2)C[C@@H]2CC[C@H]1N2C(=O)NCCNC(C)=O
  1.4, 7, -6%, 11%, 9%, -11%, -10%, 5%
COC(=O)C1=C(c2ccc(C(C)=O)cc2)C[C@@H]2CC[C@H]1N2C(=O)N1CCCC1
  0.2, -2, 1%, 2%, 1%, -1%, -1%, -6%
COC(=O)C1=C(c2cc3ccccc3s2)C[C@@H]2CC[C@H]1N2C(=O)NC1CC1
  -0.1, 0, 4%, -10%, -12%, -13%, -12%, 10%
Cn1c(O)c(C(c2ccncc2)c2c(O)n(C)c(=S)n(C)c2=O)c(=O)n(C)c1=S
  -0.4, 3, ?, 2%, 3%, -27%, -24%, ·
CCSc1nnc(C(N)Cc2ccccc2)o1 (configuration not stated)
  1.4, 0, -1%, 9%, -3%, -21%, -4%, 0%
CC(=O)Nc1ccccc1C(=O)OCc1ccccc1F
  -3.1, -4, 4%, 6%, 10%, -13%, 8%, -9%
N#CC1c2ccccc2-n2nncc2CN1S(=O)(=O)c1ccc(Cl)cc1 (configuration not stated)
  -0.2, -1, 1%, 2%, 5%, -26%, -4%, -16%

Not all compounds are listed; count on the stated rates, not on these rows.
